Assay outcomes: PubChem, several laboratories
HCV core dimer: HCV core protein dimerization inhibition. TR-FRET GST/Flag-core106 dimerization, 1536-well. inhibition, % at 5 µM. 0.33% of 300,000 active. AID 1899;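 active means inhibition above the mean of all tested compounds plus 3 SD, set per screening campaign, cut at about 45% in these data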
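Material: GST/Flag-tagged HCV core106 proteins. Incubation: 4 h, 22.5 °C incubation. Read-out basis: inhibition (%) from 671 over 617 nm ratio. Measured by: TR-FRET, excitation 340 nm, emission 617 and 671 nm.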
PP1 counter: counter-screen for PP5 inhibitors: inhibitors of human PP1-alpha; P62136; purified PP1alpha, OMFP fluorescence; inhibition, % at 6.7 µM; 0.9% of 320,000 active; AID 2235;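 active means inhibition above the mean inhibition of all tested compounds plus 3 SD, computed separately for each screening campaign, cut at about 15% in these data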
Target sequence (P62136 whole entry, looked up): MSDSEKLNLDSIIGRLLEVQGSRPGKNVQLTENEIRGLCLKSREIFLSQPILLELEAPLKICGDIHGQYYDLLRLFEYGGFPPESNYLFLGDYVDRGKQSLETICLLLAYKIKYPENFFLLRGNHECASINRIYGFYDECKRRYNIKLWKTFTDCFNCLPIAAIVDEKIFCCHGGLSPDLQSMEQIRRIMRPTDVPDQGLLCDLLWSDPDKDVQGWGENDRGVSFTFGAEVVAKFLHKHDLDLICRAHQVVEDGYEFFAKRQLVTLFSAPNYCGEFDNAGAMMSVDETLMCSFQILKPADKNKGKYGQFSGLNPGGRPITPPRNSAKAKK
EBNA-1 inhibitor: blocks EBNA-1 binding to DNA; EBNA-1 DNA binding, fluorescence polarization; 0.34% of 300,000 active; inhibition, % at 14.8 µM; in the data active means inhibition above about 28%
PP5 primary: PP5 (human) phosphatase inhibition | P53041 | inhibition, % at 6.7 µM | purified PP5c, OMFP substrate fluorescence | 0.18% of 320,000 active;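 active means inhibition above the campaign's mean inhibition across all tested compounds plus 3 SD, cut at about 9.5% in these data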;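 further: 0% = DMSO only and 100% = 100 µM cantharidin control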
Target sequence (P53041 whole entry, looked up): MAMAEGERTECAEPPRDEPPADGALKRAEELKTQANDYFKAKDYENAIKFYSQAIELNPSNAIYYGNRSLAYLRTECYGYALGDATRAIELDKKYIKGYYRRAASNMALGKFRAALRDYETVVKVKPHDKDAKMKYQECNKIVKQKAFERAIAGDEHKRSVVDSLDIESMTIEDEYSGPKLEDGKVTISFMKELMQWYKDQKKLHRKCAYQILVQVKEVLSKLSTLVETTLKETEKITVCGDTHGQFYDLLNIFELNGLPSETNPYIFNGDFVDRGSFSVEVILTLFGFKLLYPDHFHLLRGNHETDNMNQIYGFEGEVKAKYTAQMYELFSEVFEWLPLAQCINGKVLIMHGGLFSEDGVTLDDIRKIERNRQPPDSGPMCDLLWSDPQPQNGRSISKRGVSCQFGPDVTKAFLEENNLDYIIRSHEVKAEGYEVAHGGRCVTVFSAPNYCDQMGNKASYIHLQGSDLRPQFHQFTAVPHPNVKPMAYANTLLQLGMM
TPT1 inhibitor: C. albicans TPT1 enzyme inhibition; recombinant caTPT1, FP RNA substrate dephosphorylation; inhibition, % at 5 µM; 0.81% of 300,000 active; AID 1962;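 active means inhibition above the mean of all tested compounds plus 3 SD, set per screening campaign, cut at about 24% in these data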;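 further: plate controls were DMSO alone for no effect and ferristatin control at 100 nM for full effect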
CR mimetic SO: yeast age-related superoxide inhibition as caloric restriction mimetic | AID 2690 | 0.18% of 330,000 active | superoxide response (% of plate mean), % at 10 µM | S. cerevisiae aged cells, superoxide DHE fluorescence; active compounds read low;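 active means superoxide response under a set limit, about three screen SD below normal, cut at about 65% in these data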;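 further: yeast aged for seven days with compound at 30 °C before DHE staining; 100% = average MFI of all compound-treated wells on the plate with controls excluded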
ZTA DNA inh: ZTA (EBV) inhibition in EBNA-1 counter-screen; P03206; ZTA-DNA binding, fluorescence polarization; inhibition, % at 11 µM; 0.15% of 320,000 active; AID 2234; in the data active means inhibition above about 33%
GASC-1 inh: inhibitors of human GASC-1 (JMJD2C) demethylase; inhibition, % at 2.35 µM; Q9H3R0; GST-JMJD2C(1-420) H3K9me3 demethylation, DELFIA europium; 0.069% of 330,000 active;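 active means more than half of a compound's replicate wells show inhibition beyond 50%, single wells judged on their own value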;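 further: signal counts dimethyl H3K9 product captured on neutravidin plate; 0% = median of DMSO wells and 100% = 0.3 times that DMSO median; strong numbers were not always called active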
Fh CTSL1 inh: counter-screen for PFM18AAP inhibitors: inhibitors of F. hepatica cathepsin L1; recombinant F. hepatica cathepsin L1, Z-Leu-Arg-MCA fluorescence; inhibition, % at 5.96 µM; 0.49% of 300,000 active; AID 1906;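 active means inhibition above the mean of all tested compounds plus 3 SD, set per screening campaign, cut at about 17% in these data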;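 further: 0% = plate median of test compound wells and 100% = 1 µM Z-Phe-Ala-diazomethylketone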
The depositor's hits bear a star; . = no result given; & = joins results of further samples.

SMILES	HCV core dimer	PP1 counter	EBNA-1 inhibitor	PP5 primary	TPT1 inhibitor	CR mimetic SO	ZTA DNA inh	GASC-1 inh	Fh CTSL1 inh
CCc1cc2c(=O)[nH]c(Cc3ccc(Cl)cc3)nc2s1	2	0	2	-1.5	0	88	10	5	4
COc1ccccc1OCCCc1c(C)n[nH]c1C	-2	1	-1	3.0	-2	131	-1	-2	-3
Cc1ccc(O)c(NC(=O)C2CC(c3ccc(F)cc3)=NO2)c1 (stereo not drawn)	-6	3	-8	2.9	1	115	-32	4	-3
CS(=O)(=O)N(CC(=O)NCCSCc1cccc(Cl)c1)c1ccc2c(c1)OCO2	-10	3	-2	4.5	-1	113	-16	-6&7	0
O=S(=O)(Nc1nc2ccccc2nc1Cl)c1ccccc1	11	-4	18	4.1	-3	118	4	4	-5
COc1ccccc1OCC(=O)Nc1nonc1NC(=O)COc1ccccc1OC	7	-1	-4	-2.6	-3	89	-2	-3	-2
Cc1ccc2nc(-c3ccccc3)nc(SC(C)C(=O)NCc3cccs3)c2c1 (stereo not drawn)	2	-4	-2	1.4	0	121	-2	1	-3
CC12CCC(=O)N1C(C(=O)Nc1nc(-c3ccc(F)cc3)cs1)CS2 (stereo not drawn)	-1	-5	-3	-2.3	2	100	6	7	5
O=C(c1ccc(CSc2ccccc2)cc1)N1CCCCCC1	8	6	-2	4.2	-1	97	-15	3	1
COC(=O)NC1(C(=O)O)CCCC1	1	0	-6	1.5	-1	80	-10	2	-4
O=C(NNC(=S)NC(=O)c1ccccc1[N+](=O)[O-])c1ccccc1[N+](=O)[O-]	2	7	3	0.8	-1	124	14	27	2
COc1ccccc1OCC(=O)Nc1cccc(C(=O)N2CCOCC2)c1	0	-1	10	-2.9	0	91	-5	-2	-1
CCOC(=O)Nc1ccc2c(c1)N(C(=O)CCN1CCN(CCO)CC1)c1ccccc1S2	-5	-1	-8	1.8	1	92	-3	2	0
O=c1[nH]cnc2c1sc(=S)n2-c1ccccc1	1	-2	3	1.2	-2	97	-2	6	5
CC1=NN(c2ccccc2)C(=O)/C1=C\N(O)c1ccccc1	-10	-2	-1	5.5	5	94	4	18	3
Cc1cccc(-n2ccnc2SCC(=O)N2CCCc3ccccc32)c1C	9	-1	0	-1.0	1	93	-5	-8	-1
NC(=O)CCCC1=NS(=O)(=O)c2ccccc2N1	-5	3	-5	3.0	-3	96	5	-23	0
Cc1ccc(NC(=O)[C@@H]2CCCN2S(=O)(=O)c2ccccc2F)cc1	-4	-5	-8	2.8	1	100	-2	6	-2
CCOC(=O)Cn1nc(C)c(NC(=O)c2ccc(Br)o2)c1C	-4	-1	-6	0.8	3	80	11	-5	-2
CN1CCN(c2ccc(-c3ccnn3C(=O)Nc3ccccc3)cc2)CC1	0	-1	7	0.8	-4	73	1	-9	-3

Nothing new here: an excerpt of the list.
SMILES	HCV core dimer	PP1 counter	EBNA-1 inhibitor	PP5 primary	TPT1 inhibitor	CR mimetic SO	ZTA DNA inh	GASC-1 inh	Fh CTSL1 inh
CCc1cc2c(=O)[nH]c(Cc3ccc(Cl)cc3)nc2s1	2	0	2	-1.5	0	88	10	5	4
COc1ccccc1OCCCc1c(C)n[nH]c1C	-2	1	-1	3.0	-2	131	-1	-2	-3
Cc1ccc(O)c(NC(=O)C2CC(c3ccc(F)cc3)=NO2)c1 (stereo not drawn)	-6	3	-8	2.9	1	115	-32	4	-3
CS(=O)(=O)N(CC(=O)NCCSCc1cccc(Cl)c1)c1ccc2c(c1)OCO2	-10	3	-2	4.5	-1	113	-16	-6&7	0

Arranged by heavy-atom count (smallest number first): three of the compounds above.
SMILES	HCV core dimer	PP1 counter	EBNA-1 inhibitor	PP5 primary	TPT1 inhibitor	CR mimetic SO	ZTA DNA inh	GASC-1 inh	Fh CTSL1 inh
COc1ccccc1OCCCc1c(C)n[nH]c1C	-2	1	-1	3.0	-2	131	-1	-2	-3
CCc1cc2c(=O)[nH]c(Cc3ccc(Cl)cc3)nc2s1	2	0	2	-1.5	0	88	10	5	4
Cc1ccc(NC(=O)[C@@H]2CCCN2S(=O)(=O)c2ccccc2F)cc1	-4	-5	-8	2.8	1	100	-2	6	-2

Entries listed so far with an aryl methoxy group:
SMILES	HCV core dimer	PP1 counter	EBNA-1 inhibitor	PP5 primary	TPT1 inhibitor	CR mimetic SO	ZTA DNA inh	GASC-1 inh	Fh CTSL1 inh
COc1ccccc1OCCCc1c(C)n[nH]c1C	-2	1	-1	3.0	-2	131	-1	-2	-3
COc1ccccc1OCC(=O)Nc1nonc1NC(=O)COc1ccccc1OC	7	-1	-4	-2.6	-3	89	-2	-3	-2
COc1ccccc1OCC(=O)Nc1cccc(C(=O)N2CCOCC2)c1	0	-1	10	-2.9	0	91	-5	-2	-1

(list continues)
SMILES	HCV core dimer	PP1 counter	EBNA-1 inhibitor	PP5 primary	TPT1 inhibitor	CR mimetic SO	ZTA DNA inh	GASC-1 inh	Fh CTSL1 inh
Cc1ccc(CCNC(=O)c2cc(S(=O)(=O)N3CCCC3)cn2C)cc1	0	-1	0	0.7	0	97	-3	9	-1
CCN(C(=O)COc1ccccc1C(=O)NCc1ccccc1)C1CCS(=O)(=O)C1 (stereo not drawn)	.	0	.	3.2	.	94	3	-2	.
Cc1ccc(NC(=O)Nc2ccc(F)cc2F)c(OC(F)F)c1	2	1	4	1.2	0	102	-9	-6	0
O=C(CSc1nc2ccccc2c(=O)[nH]1)Nc1nc(-c2ccc(Br)cc2)cs1	-193	7	3	2.0	5	100	-6	8	4
O=C(NC(=S)Nc1ccc(N2CCCCC2)c(Cl)c1)c1ccc2c(c1)OCCO2	0	-3	-9	0.6	-2	95	-1	-5	2
O=C(c1cc(-c2cccs2)on1)N1CCN(C(c2ccccc2)c2ccccc2)CC1	25	-4	-5	2.8	-1	90	-15	64	-4
O=C1c2ccccc2C(=O)N1CCCOCc1c[nH]c(=O)[nH]c1=O	-2	-1	3	0.8	-1	84	-4	2	3
Cc1ccccc1CC(=O)Nc1cccc(S(=O)(=O)N2CCCC2)c1	.	0	.	-0.7	.	101	-11	17	.
CCC(C)n1cnc2c(c1=O)c1nc3ccccc3nc1n2-c1ccc2c(c1)OCCO2 (stereo not drawn)	6	-7	11	-1.9	1	124	13	0	0
CCOc1ccccc1NC(=O)C1CCCN(S(=O)(=O)c2ccc(-n3cnnn3)cc2)C1 (stereo not drawn)	10	5	1	0.8	1	101	18	-9	2
Cc1nn(-c2ccccc2)nc1C(=O)c1c(C)[nH]n(-c2ccccc2)c1=O	-1	-1	3	-1.7	-5	98	-13	-3	-2
COc1cc(NC(=O)c2ccc3c(c2)OCCO3)ccc1NC(=O)c1ccccc1Cl	7	2	13	2.6	-4	107	5	9	3
COc1ccc(/C=N/Nc2ccc(C(=O)O)cc2)cc1Br	-22	1	3	0.2	0	89	-16	1	7
CNC(=O)c1c(NC(=O)C2=COCCO2)sc2c1CCCC2	5	-2	0	2.8	0	103	-12	2	3
O=C(NCc1ccccn1)c1cccc(S(=O)(=O)N2CCCCC2)c1	.	-3	.	0.2	.	96	-2	-3	.
Cc1ccc(Cl)cc1-c1ccc(C=Nc2ccc(N3CCOCC3)cc2)o1	-5	-2	8	-0.8	1	106	18	4	1
COc1ccc2c(c1)C(=O)N(c1ccc(C)cc1)C(=O)C2	10	0	-6	1.4	-2	99	-18	11	-1
O=C(c1ccc(C(F)(F)F)cc1)N1CCN(S(=O)(=O)c2ccc3c(c2)OCCCO3)CC1	6	1	-10	4.3	-1	103	9	2	-6
CN(C)S(=O)(=O)c1ccc(Cl)c(NC(=O)c2ccncc2)c1	7	-5	-6	-2.2	-2	97	10	16	-1
CCCCNC(=O)[C@H]1C[C@H]1[C@@H](O)[C@H](CO)NC(=O)[C@H](CC(C)C)NC(=O)OC(C)(C)C	-12	-3	16	0.1	-3	89	-18	-16	44*
O=C(N/N=C/c1cc2ccccc2[nH]1)c1ccccc1Cl	-9	1	-6	1.0	-4	94	-2	4	8
COc1ccc(Cl)cc1NC(=S)Nc1cccc(C)c1	1	-1	-6	1.3	1	83	2	-1	8
Cc1nn(Cc2ccc(Cl)cc2Cl)c(C)c1NC(=O)C1C2CCC(O2)C1C(=O)O (stereo not drawn)	-3	32*	4	46*	3	94	5	4	0
Cc1ccc(Cl)cc1N1CCN(S(=O)(=O)N2CCCCC2)CC1	-3	-1	-7	-0.5	-1	99	-5	-16	5
O=C(NC1CCCCC1)c1ccc(CS(=O)(=O)c2ccc(Cl)cc2)o1	-6	1	14	-1.3	1	93	-7	23	4
CC(CC(=O)N1CCc2ccccc21)c1ccccc1 (stereo not drawn)	-5	1	5	1.2	-1	107	12	2	-1
C=CCNc1nc(Cl)nc(Nc2ccc(OC)cc2)n1	-4	-6	-3	4.7	2	105	-3	1	-2
Cc1cc(C)n2nc(C(=O)OCC(=O)N3C(C)CCCC3C)nc2n1 (stereo not drawn)	0	-4	0	-0.5	5	101	-2	-1	-1
O=C(CSC1=Nc2ccccc2C2=NC(Cc3c[nH]c4ccccc34)C(=O)N12)NC1CCCCC1 (stereo not drawn)	4	5	4	4.5	1	75	-11	4	8
Cc1[nH]c2ccccc2c1N=Nc1ccccc1F	2	-6	4	2.0	1	65*	8	3	3
CC(=O)n1cc(/C=N/NC(=O)c2ccccc2Cl)c2ccccc21	-1	-1	2	1.4	2	97	-6	14	1
Cn1c(SCC(=O)c2cccs2)nnc1-c1ccco1	1	-6	-5	-2.0	5	95	0	-14	2
Cc1nc2cc(NCc3ccc(Cl)cc3)ccc2n1C	-9	-1	-4	2.3	2	106	6	2	2
Nc1nc(-c2ccc3c(c2)NC(=O)CO3)cs1	-7	-2	2	-0.7	4	112	15	-13	2
COc1ccc(C(=O)NCC2CCCO2)cc1OC (stereo not drawn)	-15	2	-1	-0.7	-2	86	4	3	-2
COc1ccc(C(=O)NC(=S)N2CCOCC2)cc1OC	4	-6	2	0.3	1	92	-1	10	-2
CCCCCCSc1cccc(-c2nc3cc(C)ccn3c2NCc2ccccc2)c1	-8	19*	7	2.8	-1	.	13	9	1
COC(=O)c1nc2n(n1)C(c1cccc(Cl)c1)C1=C(CCCC1=O)N2 (stereo not drawn)	-3	2	17	-2.9	-1	90	22	-5	2
CCOC(=O)C(C)n1cnc2c(nnn2Cc2ccc(Cl)cc2)c1=O (stereo not drawn)	-3	-3	0	0.8	-2	83	5	-3	-7
O=C(CN(Cc1ccc2c(c1)OCO2)C(=O)c1cnsn1)NC1CCCC1	-9	-1	9	2.4	0	92	-15	2	-7
COc1ccccc1CNC(=O)COC(=O)Cc1c(Cl)cccc1Cl	3	5	10	0.0	-4	97	-1	-3	-11
Cc1ccc(C2C(C#N)=C(N)Oc3n[nH]c(-c4ccccc4)c32)o1 (stereo not drawn)	-9	8	1	5.2	-2	97	-17	3	-1

Some of these compounds in order of the GASC-1 inh value, smallest number first.
| structure | GASC-1 inh |
| --- | --- |
| Cn1c(SCC(=O)c2cccs2)nnc1-c1ccco1 | -14 |
| COc1ccccc1CNC(=O)COC(=O)Cc1c(Cl)cccc1Cl | -3 |
| Cc1cc(C)n2nc(C(=O)OCC(=O)N3C(C)CCCC3C)nc2n1 (stereo not drawn) | -1 |
